Pf Dd2 growth = qHTS Primary assay for Inhibitors of Plasmodium falciparum Dd2 growth in vitro | P. falciparum Dd2 growth, SYBR Green, 72 h | Potency, µM (highest dose often 28.9 µM), inactives show top-dose activity, negative = inhibition, hits mostly inhibitors | actives 4.3% (n = 120,000); active means well fitted inhibition curve with a large enough effect; inconclusive means small, poorly fitted or top-dose-only effect; inactive means no such curve, though single readings can be large or run the other way;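 further: plate controls were DMSO vehicle for no effect and reference drug for full effect; nearly all actives have a fitted effect of over 65% in size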
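Readout: SYBR Green fluorescence, 485 nm excitation, 535 nm emission, after ~16 h lysis at 37C. Before that, Dd2-infected red cells (2.5% hematocrit) grew 72 h with compound, 29 uM top final concentration.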
* hit, by the source's call; i = inactive; ? = inconclusive; [ ] = remark or other dose. Potency means the concentration at half of the fitted maximal effect. Some of the compounds tested, so the mix of outcomes need not match the whole.

SMILES | Pf Dd2 growth
CCCN(CCC)C(=O)C1CCCN(S(=O)(=O)c2ccc3c(c2)oc(=O)n3C)C1 (stereo not given) | -17%
CN1CCC(N2CCN(S(=O)(=O)c3ccccc3F)CC2)C1=O (stereo not given) | 14%
CN(C)CCCOCC1(C)COc2ccc(C(=O)Nc3ccccc3)cc2N1 (stereo not given) | -2%[44.1 µM]
COc1ccc(NC(C)=O)cc1NC(=O)CN1CCN(c2ccc(F)cc2)CC1 | -23%
C=CCNC(=O)N[C@H]1C[C@@H](C(=O)N[C@H](Cc2c[nH]c3ccccc23)C(N)=O)N(C(=O)C=C(C)C)C1 | -5%
CCOc1ccccc1NC(=O)CN1C(=O)C(=O)c2ccccc21 | 158%[activator][5.79 µM]
COC(=O)c1ccc(NC(=O)C2CCN(S(=O)(=O)c3ccc4c(c3)CCCN4C(C)=O)CC2)cc1 | ?
CC(C)(C)c1coc([C@@H]2COCCN2Cc2ccccc2F)n1 | i
COC(=O)c1scc(-c2ccc(C)cc2)c1S(=O)(=O)N1CCN(c2ccccc2F)CC1 | 11µM*
COc1ccc(-c2cc(C(=O)NCCc3ccccc3)c3c(-c4ccccc4)[nH]nc3n2)cc1OC | -6%
O=C(CN1C(=O)NC(c2ccccc2Cl)C2=C1COC2=O)Nc1ccccc1 (stereo not given) | i
O=C(NCc1ccc(F)cc1)N1CCN(C(=O)N2CC3CC(C2)[C@H]2CCCC(=O)N2C3)CC1 (stereo not given in full) | -14%
COc1ccc2c(C)cc(SCC(=O)Nc3nsc(-c4ccccc4C)n3)nc2c1 | -26%
CN(C)[S+](=O)([O-])c1ccc2c(c1)OCCN(Cc1cccnc1)C2 | i
O=C(Cc1ccccc1F)N1CCC(Oc2ncccc2C(=O)N2CCCCC2)C1 (stereo not given) | -12%
COCc1nncn1C1CCN(C(=O)c2ccccc2F)CC1 | -7%
COc1ccc(C(=O)N2CCCC(c3noc(COc4ccccc4F)n3)C2)cc1OC (stereo not given) | ?
COc1ccc(C(=O)COC(=O)c2cc(-c3cccs3)nc3ccccc23)cc1 | 116%[activator]
COc1ccc(-n2nc3n(c2=O)CCN(Cc2cccnc2)C3)cc1 | ?
O=C(c1ccccc1)N1CCC2(CC(Cc3ccccc3)=NO2)C1 (stereo not given) | 1%[44.1 µM]
CC(=O)c1cc(-c2ccc(F)cc2)n(CCC(=O)Nc2nc3ccc(C)cc3s2)c1C | ?
Cc1noc([C@@H]2CC(F)(F)CN2C(=O)c2occc2C)n1 | 15%
CN1CCN(C(=O)c2ccc3c(c2)NC(C)(CCCCc2ccccc2)CO3)CC1=O (stereo not given) | ?
COC(=O)N1CCCC(c2nn(-c3cccc(Cl)c3)c(=O)[nH]2)C1 (stereo not given) | -2%
COCCNC(=O)[C@@H]1C[C@@H](O)CN1C1CCN(C(=O)CCn2nc(C)cc2C)CC1 | -3%
CCCS(=O)(=O)Nc1ccc2n(c1=O)C[C@H]1C[C@@H]2CN(Cc2cn(C)c3ccccc23)C1 | i
CCn1ncc(N2CCCC(CC(=O)NCc3ccc(C)cc3)C2)cc1=O (stereo not given) | i
CC(C)N1CNC(=O)C12CCN(C(=O)c1ccc(Cl)cc1)CC2 | 17%
O=C1NC[C@@H](CCC(=O)N2CCN(c3ccccn3)CC2)N2C[C@@H](NCc3ccc(CO)o3)C[C@@H]12 | 3%
CCCCN1C(=O)C(CC(=O)N2CCOCC2)Sc2ncccc21 (stereo not given) | -2%
Cc1cn2c(=O)cc(COc3ccc(NC(=O)c4cccc(F)c4)cc3)nc2s1 | 23%
COc1ccccc1Cn1ccn(Cc2c(F)cccc2Cl)c(=O)c1=O | -3%
CCSc1ncc(Cl)c(C(=O)Nc2c(C(=O)Nc3ccccc3)oc3ccccc23)n1 | 32%[activator]
COc1ccc(N(Cc2cccs2)C(=O)COc2ccc([N+](=O)[O-])cc2)cc1 | i
CCOc1ccccc1NC(=O)CN1C(=O)COc2ccc(S(=O)(=O)N3CCCCC3)cc21 | ?
COc1ccc(-c2noc(-c3cccn3CC(=O)Nc3ccc(N(C)C)cc3)n2)cc1F | 0%
COC(=O)c1cccc(NC(=O)C2CCc3sc(C(=O)N4CCOCC4)cc3C2)c1 (stereo not given) | i
Cc1nnc2n1CCC(NC(=O)c1cc(C3CC3)[nH]n1)CC2 (stereo not given) | 49%[activator]
Cc1oc(-c2cccc(Br)c2)nc1Cn1c(=O)cc(-c2ccccc2)c2c(C)nn(C)c21 | 5%
N#Cc1ccc(CN2CCC3(CC2)CC(=O)c2ccccc2O3)cc1 | i
Cc1cc(Cl)ccc1OCC(=O)N1CCC([C@@H]2CNC[C@H]2CO)CC1 | -20%
Cc1ccc(-c2ccc(=O)n(CCC(=O)NCCc3ccccc3)n2)cc1 | 3%
CCOc1ccc(C(=O)N2CCCC(c3noc(COC)n3)C2)cc1 (stereo not given) | 57%[activator]
Cc1cccc(C(=O)Nc2cc3c(cc2C)n(C)c(=O)n3C)c1 | -5%
COCCN1CC(CO)C2(CCN(Cc3ccc(Cl)cc3F)CC2)C1 (stereo not given) | ?
Cc1cc(Nc2cccc(C)c2C)n2cnnc2n1 | -6%
CCCSCCCNC(=O)c1ccc(Cn2c(=O)c3cccn3c3cccnc32)cc1 | -5%
COCC1CN(C)CC12CCN(C(=O)c1nccc3ccccc13)CC2 (stereo not given) | -20%
CCCCc1nn(CC(=O)N2CCSCC2)c(=O)n1CCc1ccccc1 | -1%
Cc1cc(=O)c2cc(C(=O)Nc3ccccc3)ccc2[nH]1 | -2%
COC1C(=O)N(c2cccc(F)c2)C12CCN(S(=O)(=O)Cc1ccccc1)CC2 (stereo not given) | i
O=C(c1ccc(F)cc1)N1CC2CC(C1)[C@H]1CCCC(=O)N1C2 (stereo not given in full) | 2%
Cc1nc(-c2cccs2)cc([C@H]2CN3CC[C@H]2C[C@@H]3CNC(=O)c2ccco2)n1 | i
Cc1oc(-c2ccc(Cl)cc2)nc1CN1CCCC(C(=O)NCc2ccc(Cl)cc2)C1 (stereo not given) | i
COCc1nnc(NC(=O)c2cc(OC)c(OC)c(OC)c2)s1 | 4%
COc1cccc(S(=O)(=O)N2CCCC(c3nc(C(C)C)no3)CCNC(=O)CC2)c1 (stereo not given) | ?
Cn1ccnc1CN1C(=O)CO[C@H](c2ccc(NS(=O)(=O)Cc3ccccc3)cc2)[C@H]1CO | -4%
Cc1noc(C2CCCCCN2C(=O)COc2ccc(F)cc2)n1 (stereo not given) | -3%
COc1ccc(OC)c(S(=O)(=O)NCC(c2ccco2)S(=O)(=O)c2ccccc2)c1 (stereo not given) | 72%[activator]
COc1ccc(-c2noc(CC3CCN(C(=O)CC4CCCCC4)CC3)n2)cc1 | ?

(more compounds)
SMILES | Pf Dd2 growth
CCn1cc(S(=O)(=O)NCC2CNCCOC2)cn1 (stereo not given) | 9%
CCOC(=O)c1c(NC(=O)CSc2cn(CCNC(=O)c3ccccc3OC)c3ccccc23)sc2c1CCCC2 | ?
CCn1cc(CN2C[C@@H](COc3ccccc3)[C@H](C(N)=O)C2)c(C)n1 | ?
CCOc1ccccc1NC(=O)C(CC(C)C)NC(=O)C1CCC(C)CC1 (stereo not given) | -12%
CC(C)c1noc(-c2ccn3c(CNC(=O)c4ccc(N(C)C)cc4)nnc3c2)n1 | ?
CC1=C[C@@H](CNC(=O)CC(C)(C)CC(=O)O)[C@H](C(C)C)C[C@H]1Cc1nc2ccccc2n1C | ?
CC(C)N[C@H]1C[C@@H](Cc2cc(CC3CCCCC3)on2)C1(C)C | ?
CCOC(=O)c1c(C)oc2nc(C)nc(N3CCN(c4ccc(C)cc4C)CC3)c12 | 1%
Cc1ccc(F)c(C(=O)N[C@H](C2CCNCC2)C2CC(O)C2)c1Cl (stereo not given in full) | 7%
CCCn1c(NCc2ccccc2C)nc2ccccc21 | ?
COc1ccc(-c2nc(C3CC3)nc3c2CCN([S+](=O)([O-])c2cccc(OC)c2)CC3)cc1 | ?
CC(C)c1ccc(CC(=O)N2CCCc3ncc(C(=O)NCCOc4ccccc4)cc32)cc1 | ?
COc1ccc(Br)cc1CNC(=O)CN1CCSc2ccccc21 | i
O=C(Nc1ccccc1)c1ccc2c(c1)n(Cc1cccc(F)c1)c(=O)c1ccnn12 | ?
CC(C)c1nc(CN(C)C(=O)c2csc3nc(-c4ccc(F)cc4)cn23)no1 | -6%
CCc1noc(-c2ccc(N3CCCCC3)c([N+](=O)[O-])c2)n1 | 34%[activator]
O=C(c1ccncc1)N1C2CCC1CN(c1ccc(C(F)(F)F)cc1)C2 | -10%
CCc1noc(C)c1C(=O)N1CC[C@@]2(O)CCN(S(C)(=O)=O)C[C@H]2C1 | 7%
CCN(CC)c1ccc(NC(=O)c2cnn3c(C(F)F)cc(-c4ccccc4)nc23)cc1 | ?
CC(=O)c1ccc(NC(=O)C2=CC(c3ccc4c(c3)OCO4)=NS(=O)(=O)N2C)cc1 | 19%[0.594 µM]
CCCC(=O)N1Cc2ccccc2CC2(CCN(C)CC2)C1 | ?
COCC(=O)N[C@H]1CCN(C(=O)COC)[C@H](C(=O)N[C@H](Cc2c[nH]c3ccccc23)C(=O)OC)C1 | -2%
CN(C)Cc1cn(C[C@H]2C[C@@H]3CCN2C[C@@H]3C(=O)Nc2ccccc2)nn1 | 24%[44.1 µM]
CC(=O)Nc1cccc(-c2cn3cccnc3n2)c1 | 6%
COc1ccc(CN2CCc3nc(C4CC4)nc(-c4ccc(O)cc4)c3C2)cc1 | i
O=C(NC1CCCCC1)[C@@H]1C[C@@H](O)CN1C1CCN(C(=O)c2cc(F)ccc2F)CC1 | ?
Cc1ccc(-c2nnc(Nc3ccc(C(N)=O)cc3)c3ccccc23)cc1S(N)(=O)=O | ?
O=C(Nc1ccccc1)N1C[C@@H]2C[C@H](C1)c1c(-c3cncnc3)ccc(=O)n1C2 | 40%[activator][44.1 µM]
COc1cccc(OC)c1-c1cccc(C(=O)c2nccn2C)c1 | -16%
CS(=O)(=O)N1CCCN(Cc2cccc(F)c2)CCNC(=O)CC1c1ccccc1 (stereo not given) | ?
Cc1ccc(C(=O)N2CCc3nnc([C@@H]4C[C@@H](O)CN4C)n3CC2)cn1 | 21%
Cc1cc(C[C@@H]2COC[C@@H]2NC(=O)c2cc(-c3ccccc3O)n[nH]2)on1 | -19%
NC(=O)c1ccc(OC2CCN(C(=O)C3CCC3)CC2)nc1 | ?
Cc1cc(C)c(NC(=O)Cn2c(N(C)Cc3ccccc3)nc(C)cc2=O)c(C)c1 | i
COc1ccc(-c2cn(C)c(=O)n3cc(COc4ccc(Cl)cc4)nc23)cn1 | ?
COc1ccc2nc3n(c2c1)[C@@H](CNC(=O)C1CCOCC1)COC3 | 10%[44.1 µM]
COc1ccc(N2Cc3cccc(C(=O)Nc4ccc(Cl)cc4)c3C2=O)cc1 | -5%
Cc1ccccc1-c1nc(-c2c(C)noc2C)cc2cc(CN(C)C)oc12 | -9%[44.1 µM]
CCOc1ccc(NC(=O)Nc2c[nH]c(=O)[nH]c2=O)cc1 | 35%[activator]
Cc1ccc(C)c(NC(=O)C(c2ccccc2)N2Cc3ccccc3C2=O)c1 (stereo not given) | 3%
COc1cccc(C(=O)N2CCN(C)C3(CCNC(=O)CC3)C2)c1C (stereo not given) | -6%
CCOC(=O)c1cccc(Nc2cc(C)nc(C)n2)c1 | 4%
COc1ccc(CNC(=O)c2ccc3c(c2)N(Cc2ccc(C)cc2)CCS3)cc1 | ?
Cc1ccc(S(=O)(=O)N(Cc2nc(-c3ccc(Cl)cc3)no2)C2CCCCC2)cc1 | ?
CCCNC(=O)C1COC2(CCC(C)CC2)N1C(=O)c1ccccc1Cl (stereo not given) | -19%
CC(C)c1ccc(N2C(=O)N[C@@H]3CCN(C(=O)CC4(CC(=O)O)CCCC4)[C@@H]3C2=O)cc1 | -18%
CCN1CCN(CC(O)COc2cccc(CNCCCc3scnc3C)c2)CC1 (stereo not given) | i
O=C(c1ccccc1F)N1CCn2c(nnc2[C@@H]2C[C@@H](O)CN2Cc2cccnc2)C1 | 35%[activator]
COc1cc(F)ccc1-c1cc2c(nc1-c1ccccc1)nc(C(=O)NCCN(C)C)n2C | 2.5µM*
Oc1cccc(CN2CCCC23CCN(c2ccc(C(F)(F)F)cn2)CC3)c1 | 4.5µM*
COc1ccc(-c2noc(-c3cccn3CC(=O)Nc3ccc(C)cc3)n2)cc1F | ?

Not a retest: an excerpt of the list.
SMILES | Pf Dd2 growth
COc1ccc(-c2cn(C)c(=O)n3cc(COc4ccc(Cl)cc4)nc23)cn1 | ?
COc1ccc2nc3n(c2c1)[C@@H](CNC(=O)C1CCOCC1)COC3 | 10%[44.1 µM]
COc1ccc(N2Cc3cccc(C(=O)Nc4ccc(Cl)cc4)c3C2=O)cc1 | -5%
Cc1ccccc1-c1nc(-c2c(C)noc2C)cc2cc(CN(C)C)oc12 | -9%[44.1 µM]
CCOc1ccc(NC(=O)Nc2c[nH]c(=O)[nH]c2=O)cc1 | 35%[activator]
Cc1ccc(C)c(NC(=O)C(c2ccccc2)N2Cc3ccccc3C2=O)c1 (stereo not given) | 3%
COc1cccc(C(=O)N2CCN(C)C3(CCNC(=O)CC3)C2)c1C (stereo not given) | -6%
CCOC(=O)c1cccc(Nc2cc(C)nc(C)n2)c1 | 4%
COc1ccc(CNC(=O)c2ccc3c(c2)N(Cc2ccc(C)cc2)CCS3)cc1 | ?
Cc1ccc(S(=O)(=O)N(Cc2nc(-c3ccc(Cl)cc3)no2)C2CCCCC2)cc1 | ?
CCCNC(=O)C1COC2(CCC(C)CC2)N1C(=O)c1ccccc1Cl (stereo not given) | -19%
CC(C)c1ccc(N2C(=O)N[C@@H]3CCN(C(=O)CC4(CC(=O)O)CCCC4)[C@@H]3C2=O)cc1 | -18%
CCN1CCN(CC(O)COc2cccc(CNCCCc3scnc3C)c2)CC1 (stereo not given) | i
O=C(c1ccccc1F)N1CCn2c(nnc2[C@@H]2C[C@@H](O)CN2Cc2cccnc2)C1 | 35%[activator]

Screens from PubChem.
